From PubChem
Bfl-1 Bim block – inhibitors of Bim-Bfl-1 interaction, human; inhibition, % at 10 µM; 190,000 compounds, 0.12% hits; Bead-based flow cytometry, Bim-Bfl-1 binding inhibition; AID 1008; Q16548;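 note: 0% = wells without compound plus tracer and 100% = blocker peptide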
RGS4-Gao reg – modulates binding of RGS4 to human Galphao. P09471. Multiplexed bead flow cytometry; actives lie on both sides. binding response (% of control), % at 10 µM. 220,000 compounds, 0.33% hits. AID 1415; in the data active = binding response below about 49% or above about 150%; inactive = in between;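 note: fluorescent Galphao activated with aluminum fluoride binding bead-coupled RGS4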
Bim-Mcl-1 – disrupts Bim peptide binding to human Mcl-1 | Bead-based flow cytometry, Bim peptide-Mcl-1 binding | inhibition, % at 10 µM | 190,000 compounds, 0.1% hits | AID 1009;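 note: 0% = no compound tracer wells and 100% = peptide blocker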
Target sequence (Q07820 whole entry, looked up): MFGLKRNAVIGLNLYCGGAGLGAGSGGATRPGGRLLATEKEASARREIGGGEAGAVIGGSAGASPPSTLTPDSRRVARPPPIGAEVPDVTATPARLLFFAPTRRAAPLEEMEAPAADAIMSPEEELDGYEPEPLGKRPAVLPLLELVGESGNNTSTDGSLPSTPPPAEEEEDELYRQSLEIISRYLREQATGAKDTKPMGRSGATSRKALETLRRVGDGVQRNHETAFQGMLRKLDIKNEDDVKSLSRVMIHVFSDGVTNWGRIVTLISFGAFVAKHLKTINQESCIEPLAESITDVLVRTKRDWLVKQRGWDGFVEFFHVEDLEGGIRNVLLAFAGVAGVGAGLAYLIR
Bim-Bcl-B – disrupts Bim peptide binding to human Bcl-B; Q9HD36; bead-based flow cytometry; inhibition, % at 10 µM; 190,000 compounds, 0.073% hits; AID 951;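 note: 0% = tracer peptide without compound and 100% = reference inhibitor peptide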
GSH bead fluor – compound fluoresces at 488/530 nm on GSH beads. GSH beads flow cytometry, compound fluorescence 488/530 nm; stronger effect = higher value. fluorescence (KMESF) at 10 µM. 190,000 compounds, 0.25% hits; in the data active = fluorescence above about 89;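 note: glutathione beads carrying GST-tagged Bcl family fusion proteins plus one bare bead set; values are compound well signal with DMSO vehicle wells as background; inactives centre near 16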
Bim-Bcl-2 – human Bim-Bcl-2 interaction inhibition | Bead-based flow cytometry, Bim peptide-Bcl-2 binding | AID 950 | 190,000 compounds, 0.06% hits | inhibition, % at 10 µM; in the data active = inhibition above about 40%;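 note: 0% = no compound wells with probe peptide and 100% = reference peptide inhibitor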
Target sequence (P10415 whole entry, looked up): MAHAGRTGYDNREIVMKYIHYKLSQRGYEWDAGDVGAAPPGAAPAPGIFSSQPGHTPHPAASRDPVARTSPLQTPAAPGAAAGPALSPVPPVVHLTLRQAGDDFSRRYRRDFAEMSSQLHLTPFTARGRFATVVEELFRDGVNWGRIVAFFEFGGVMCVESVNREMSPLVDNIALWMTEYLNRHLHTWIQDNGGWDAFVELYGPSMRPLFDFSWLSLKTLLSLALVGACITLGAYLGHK
RGS8-Gao reg – modulates binding of RGS8 to human Galphao. P09471. multiplexed bead flow cytometry; actives lie on both sides. response (percent of control binding), % at 10 µM. 220,000 compounds, 0.34% hits. AID 1423; in the data active = response below about 60% or above about 140%; inactive = in between;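 note: Galphao activated as the GDP aluminium fluoride complex binding bead-coupled RGS8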
RGS7-Gao reg – regulators of human RGS7-Galphao interaction; P09471; Multiplexed bead flow cytometry, RGS7-Galphao binding; actives lie on both sides; binding response (% of control), % at 10 µM; 220,000 compounds, 0.35% hits; AID 1439; in the data active = binding response below about 49% or above about 150%;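 note: fluorescent Galphao held in activated GDP-AlF4 state binding bead-coupled RGS7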
Bcl-W Bim block – human Bim-Bcl-W interaction inhibition; bead-based flow cytometry, Bim peptide-Bcl-W binding; Q92843; 190,000 compounds, 0.02% hits; inhibition, % at 10 µM;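 note: 0% = bound tracer without compound and 100% = peptide blocker; higher means less fluorescent Bim peptide bound to Bcl-W beads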
Target sequence (Q92843 whole entry, looked up): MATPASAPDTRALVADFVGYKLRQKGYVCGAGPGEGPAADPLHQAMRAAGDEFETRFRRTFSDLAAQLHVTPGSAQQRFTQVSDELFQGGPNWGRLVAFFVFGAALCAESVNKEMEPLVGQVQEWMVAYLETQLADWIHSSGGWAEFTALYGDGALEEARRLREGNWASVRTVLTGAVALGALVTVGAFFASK
Bcl-XL Bim block – inhibitors of Bim-Bcl-XL interaction, human | 190,000 compounds, 0.04% hits | inhibition, % at 10 µM | Q07817 | Bim peptide-Bcl-XL binding, bead flow cytometry, fluorescence
Target sequence (Q07817 whole entry, looked up): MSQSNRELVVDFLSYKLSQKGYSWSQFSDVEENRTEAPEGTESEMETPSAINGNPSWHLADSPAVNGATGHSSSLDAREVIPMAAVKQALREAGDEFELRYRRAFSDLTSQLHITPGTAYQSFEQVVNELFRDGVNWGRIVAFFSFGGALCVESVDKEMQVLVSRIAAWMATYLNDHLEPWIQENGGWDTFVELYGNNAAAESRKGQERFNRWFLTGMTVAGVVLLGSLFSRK
Mcl1 Bid PPI – disrupts binding of human Mcl-1 to Bid peptide; 220,000 compounds, 0.97% hits; Q07820; inhibition, % at 21.7 µM; AID 1021; TR-FRET Mcl-1/Bid-Dy647 peptide binding, 1536-well;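 active = compounds that cut the binding signal by more than half at the single screening dose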;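 note: His-tagged Mcl-1 with europium anti-His antibody binding Bid BH3 peptide; 0% = Mcl-1 plus peptide wells and 100% = peptide-only wells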
Starred values were filed as active, the others as inactive; [ ] = another dose, or the depositor's remark. Cut-off read from the data, not from the text of the source, unless noted: active = inhibition above about 40%.

RGS4-Gao reg	GSH bead fluor	mol	RGS8-Gao reg	Bim-Bcl-B	Mcl1 Bid PPI	Bcl-XL Bim block	Bim-Mcl-1	Bcl-W Bim block	Bim-Bcl-2	RGS7-Gao reg	Bfl-1 Bim block
106	19	CC(C)C(c1nnnn1Cc1ccc(F)cc1)N1CCN(C(=O)c2ccco2)CC1 (configuration not stated)	107	-3	-8	-1	-1	-1	-3	108	-1
107	22	Cc1cc(C)nc(SCc2nnc(SCC(=O)Nc3nc(-c4ccccc4)cs3)n2C)n1	105	2	2	6	2	5	11	107	3
105	17	O=C1OCc2cccc3cccc1c23	101	-3	-11	-4	-2	-3	-6	103	-3
119	25	CCNC(=O)c1cc(S(=O)(=O)N(C)C)c(Cl)cc1Cl	117	0	72*	1	2	4	-3	127	-5
101	20	c1ccc(Cc2nnc(N3CCCCC3)c3ccccc23)cc1	99	0	-2	0	-1	-4	-2	99	-5
100	18	Cc1ccc(-c2nn(CC(=O)O)c(=O)c3ccccc23)cc1	100	-8	4	-6	-4	-2	2	99	-1
102	8	CC(C)(C)c1ccc(C(=O)NCC(=O)OCC(=O)Nc2ccccc2[N+](=O)[O-])cc1	104	0	15	0	-1	-1	3	102	0
95	9	Cc1ccc(CN2CCNC(=O)C2CC(=O)NCC(F)(F)F)o1 (configuration not stated)	92	1	-2	-1	0	-2	-3	96	6
115	14	CCCCOc1ccc(C(C)NC(=O)C2CCCN(S(=O)(=O)CC)C2)cc1 (configuration not stated)	120	0	-19	0	2	1	-3	113	-2
105	22	Cn1cc(Cl)c(C(=O)Nc2nc3ccc([N+](=O)[O-])cc3s2)n1	100	-5	52*	0	-1	1	2	104	-3
111	9	COc1ccc(CCNCCC(=O)Nc2c(C)cc(C)cc2C)cc1OC	117	-7	-9	-5	-12	-7	-2	115	-2
102	7	Cc1c(C)n(C)c2ccc(C(=O)Nc3cccc4ccccc34)cc12	101	5	-55	4	4	4	-2	101	0
103	7	O=C(NCc1nnc(SCC(=O)N2CCc3ccccc32)o1)c1cccs1	104	-5	2	-3	-1	0	-6	104	-6
92	9	COc1ccc(C(=O)N2CCCC2)cc1	95	2	-28	5	0	1	0	100	3
98	15	Cc1ccccc1C(=O)NNc1ncnc2c1cnn2C	98	-5	-30	-2	-3	-3	-5	98	-6
100	23	Cn1nnnc1SCC(=O)Nc1ccccc1N1CCCCC1	99	-4	2	-7	-3	-2	-8	100	-20
104	4	Cc1c(C(=O)O)cccc1-n1c(C)cc(/C=N/NC(=O)c2cc3ccccc3o2)c1C	109	-5	-72	-6	-6	-2	-2	104	-2
100	11	CCCCn1nnc(NC(=O)c2ccc(-c3ccccc3[N+](=O)[O-])o2)n1	99	-1	-29	1	1	-1	-2	100	-7
154*[activator]	14	O=C(COC(=O)c1ccncc1)NCCCc1ccccc1	139	-2	-3	-2	-1	-1	-1	152*[activator]	-4
101	11	CCCCS(=O)(=O)N1CN(S(=O)(=O)CCCC)C2NC(=O)NC21 (configuration not stated)	102	-2	-7	-4	-1	-2	-1	99	-1

Later entries
RGS4-Gao reg	GSH bead fluor	mol	RGS8-Gao reg	Bim-Bcl-B	Mcl1 Bid PPI	Bcl-XL Bim block	Bim-Mcl-1	Bcl-W Bim block	Bim-Bcl-2	RGS7-Gao reg	Bfl-1 Bim block
101	16	O=C(COC(=O)C1CC(=O)N(Cc2ccccc2)C1)c1ccc(F)cc1 (configuration not stated)	102	-6	5	-6	-1	-4	-8	99	-8
99	13	Cc1cc(NS(=O)(=O)c2ccc(NC(=O)c3cc(-c4ccccc4Cl)nc4ccccc34)cc2)no1	98	-9	1	-9	-3	-5	-7	96	-17
106	36	COc1ccc(-c2cc3nc(C)cc(NCCO)n3n2)cc1	105	7	-4	8	6	5	-2	105	-7
103	20	CCOC(=O)C(C)Oc1cc(Cl)c(C=O)cc1OC (configuration not stated)	98	-2	-5	0	-2	-1	0	98	-4
113	15	COc1ccc(CC(=O)NNC(=O)c2cnccn2)cc1	114	-3	-7	-4	-4	-1	-13	107	-5
105	34	O=C(CN1C(=O)COc2ccc(Cl)cc21)Nc1ccc2c(c1)OCCO2	104	-14	-30	-14	-7	-4	-20	101	-16
108	9	CCCCOC(=O)Cn1c(=O)n(CC(=O)OCCCC)c2ccccc21	106	2	-14	2	3	4	7	100	2
96	21	COc1cc(N(C)C)c([N+](=O)[O-])cc1C(=O)N1CCN(Cc2ccccc2)CC1	98	-4	-32	-1	1	1	-3	92	-4
101	11	Fc1cccc(Cn2ccc(-c3ccc4c(c3)OCO4)n2)c1	100	0	-5	-1	-1	2	0	103	0
93	17	COc1ccc(-c2nc3ccccc3n2OC(C)C(=O)O)cc1 (configuration not stated)	89	0	7	-3	-1	2	-6	90	-7
90	23	CC1CCc2nn(CC(=O)N3CCc4ccccc43)cc2C1 (configuration not stated)	95	-4	-1	-1	1	3	-6	90	-9
104	13	CCc1ccc(-c2nnn(Cc3nn[nH]n3)n2)cc1	104	-9	14	-7	0	-5	-7	100	-7
94	18	Cc1csc(NC(=O)NC2(C(F)(F)F)Oc3ccccc3O2)n1	96	-4	-20	-1	0	-2	2	94	8
107	44	C/C(=C\C(=O)c1ccccc1)NCc1ccc(F)cc1	102	-14	-38	1	-6	-5	-14	104	-8
100	11	C/C(=N/OC(=O)c1c(-c2c(F)cccc2Cl)noc1C)c1cnccn1	100	-4	-20	-3	-2	-4	-1	100	-5
98	34	S=C(Nc1ccccc1)Nc1cc(Cl)ccc1Oc1ccccc1	99	-15	12	-8	-3	-5	-14	97	-17
100	8	Clc1cccc(CN2CCN(c3nc4nonc4nc3NC3CC3)CC2)c1	102	-6	-4	-3	-2	0	-6	102	-8
101	4	O=C(CCNS(=O)(=O)c1ccc(Br)s1)NC1CCCC1	100	-4	-10	2	-5	5	-2	105	3
103	22	CCCSc1nc(C)c(CC(=O)O)c(=O)[nH]1	102	0	-23	0	-1	0	4	103	2
104	38	Cc1nc(SCC(=O)N2CCC(C(N)=O)CC2)n[nH]1	103	-8	6	-20	-2	0	-14	99	-13

One compound at a time, as listed above:
Record of CCCCn1nnc(NC(=O)c2ccc(-c3ccccc3[N+](=O)[O-])o2)n1 → RGS4-Gao reg: 100; GSH bead fluor: 11; RGS8-Gao reg: 99; Bim-Bcl-B: -1; Mcl1 Bid PPI: -29; Bcl-XL Bim block: 1; Bim-Mcl-1: 1; Bcl-W Bim block: -1; Bim-Bcl-2: -2; RGS7-Gao reg: 100; Bfl-1 Bim block: -7
Record of O=C1OCc2cccc3cccc1c23 → RGS4-Gao reg: 105; GSH bead fluor: 17; RGS8-Gao reg: 101; Bim-Bcl-B: -3; Mcl1 Bid PPI: -11; Bcl-XL Bim block: -4; Bim-Mcl-1: -2; Bcl-W Bim block: -3; Bim-Bcl-2: -6; RGS7-Gao reg: 103; Bfl-1 Bim block: -3

A different layout for part of the listing above:
CCCSc1nc(C)c(CC(=O)O)c(=O)[nH]1
  RGS4-Gao reg: 103 | GSH bead fluor: 22 | RGS8-Gao reg: 102 | Bim-Bcl-B: 0 | Mcl1 Bid PPI: -23 | Bcl-XL Bim block: 0 | Bim-Mcl-1: -1 | Bcl-W Bim block: 0 | Bim-Bcl-2: 4 | RGS7-Gao reg: 103 | Bfl-1 Bim block: 2

COc1ccc(C(=O)N2CCCC2)cc1
  RGS4-Gao reg: 92 | GSH bead fluor: 9 | RGS8-Gao reg: 95 | Bim-Bcl-B: 2 | Mcl1 Bid PPI: -28 | Bcl-XL Bim block: 5 | Bim-Mcl-1: 0 | Bcl-W Bim block: 1 | Bim-Bcl-2: 0 | RGS7-Gao reg: 100 | Bfl-1 Bim block: 3

Additional structures:
RGS4-Gao reg	GSH bead fluor	mol	RGS8-Gao reg	Bim-Bcl-B	Mcl1 Bid PPI	Bcl-XL Bim block	Bim-Mcl-1	Bcl-W Bim block	Bim-Bcl-2	RGS7-Gao reg	Bfl-1 Bim block
103	19	NC(=O)c1oc2ccccc2c1NC(=O)c1ccc(F)cc1	107	-4	-27	-6	0	0	-3	101	-11
99	25	CC(C)CN1C(=O)NC(NC(=O)c2cccnc2)(C(F)(F)F)C1=O (configuration not stated)	100	-7	-22	-9	-3	-2	-10	99	-22
102	13	O=C1CC(SC(=Nc2ccccc2)Nc2ccccc2)C(=O)N1c1ccc(Cl)c(Cl)c1 (configuration not stated)	93	-6	-2	-4	-3	-1	-2	99	0
97	37	CCC(C)n1cnc2c(c1=O)c1nc3ccccc3nc1n2Cc1ccc2c(c1)OCO2 (configuration not stated)	99	-7	-29	-3	-1	3	-3	102	-7
107	27	COC(=O)CN(c1ccccc1OC)S(=O)(=O)c1ccccc1	102	-3	-6	1	-1	-1	0	104	-11
103	15	CCCCNC(=O)Cn1cnc2sc(C)c(S(=O)(=O)N3CCN(c4ncccn4)CC3)c2c1=O	104	-4	2	2	-2	1	4	103	-4
102	55	COC(=O)c1ccc(Sc2ccccc2NS(=O)(=O)c2ccc(OC)cc2)nc1	100	-10	7	-8	-9	3	-11	98	-7
103	13	Cn1cc(-c2nnnn2-c2ccc(Cl)cc2)c(C(F)(F)F)n1	102	-4	10	-5	0	-2	-2	105	-1
98	12	COc1ccc(NC(=O)c2ccc(C#CC(C)(C)O)cc2)cc1	102	-7	-39	-6	-2	-5	-7	98	-6
102	24	C=CCn1c(SCC(=O)Nc2nc(C)cs2)nnc1C(NC(=O)c1ccccc1)C(C)C (configuration not stated)	104	-12	3	-4	-1	-6	-4	102	-1
103	17	CCOc1ccc(C(=O)NCC(=O)OCc2ccc(F)cc2Cl)cc1	104	-7	-37	-5	-4	-4	-8	104	-13
97	7	COc1ccc(NS(=O)(=O)c2ccc(N3CCCC3)c(NC(=S)Nc3ccc(SC(F)F)cc3)c2)cc1	91	-20	-48	-6	-13	-4	2	131	17
95	18	CCNC(=O)CSc1nnc(-c2ccccc2Br)n1-c1cccc(C(F)(F)F)c1	97	-7	-49	-5	-17	-6	-9	96	-16
100	18	Clc1ccsc1-c1ccnc(-n2cccc2)n1	99	-2	-21	-3	0	-2	-1	98	-2
103	16	Cc1cc(NC(=O)COC(=O)CCNS(=O)(=O)c2cccc(C(F)(F)F)c2)no1	99	2	6	0	-2	1	-1	93	3
102	35	COc1c(S(=O)(=O)N2CCN(c3ccc(F)cc3)CC2)ccc(Cl)c1Cl	103	-12	-15	-10	-4	-2	-10	102	-16
102	14	CC(C)(C)Cc1nnc(NC(=O)Cc2cccs2)s1	99	-16	-30	-6	-6	-6	-3	99	1

4 entries from above, sorted by their value in GSH bead fluor, low to high:
smiles | RGS4-Gao reg | GSH bead fluor | RGS8-Gao reg | Bim-Bcl-B | Mcl1 Bid PPI | Bcl-XL Bim block | Bim-Mcl-1 | Bcl-W Bim block | Bim-Bcl-2 | RGS7-Gao reg | Bfl-1 Bim block
COc1ccc(NS(=O)(=O)c2ccc(N3CCCC3)c(NC(=S)Nc3ccc(SC(F)F)cc3)c2)cc1 | 97 | 7 | 91 | -20 | -48 | -6 | -13 | -4 | 2 | 131 | 17
Cn1cc(-c2nnnn2-c2ccc(Cl)cc2)c(C(F)(F)F)n1 | 103 | 13 | 102 | -4 | 10 | -5 | 0 | -2 | -2 | 105 | -1
CCOc1ccc(C(=O)NCC(=O)OCc2ccc(F)cc2Cl)cc1 | 103 | 17 | 104 | -7 | -37 | -5 | -4 | -4 | -8 | 104 | -13
CCC(C)n1cnc2c(c1=O)c1nc3ccccc3nc1n2Cc1ccc2c(c1)OCO2 (configuration not stated) | 97 | 37 | 99 | -7 | -29 | -3 | -1 | 3 | -3 | 102 | -7
